HIV RNase H inh: inhibitors of HIV-1 reverse transcriptase RNase H. P04585. inhibition, % at 10 µM. hit rate 1.9% among 65,000. AID 565. RT-RNase H RNA/DNA duplex cleavage, fluorescence; in the data active means inhibition above about 50%
RmlCD inh mix: inhibitors of RmlC and RmlD coupled enzymes | RmlC/RmlD coupled enzyme inhibition, 384-well mixture HTS | inhibition, % at 5.5 µM | AID 1532 | hit rate 0.39% among 110,000; in the data active means inhibition above about 30%, passing the limit was not always enough; inconclusive means no clear call, values can overlap the other calls; further: strong numbers were not always called active
An asterisk follows results filed as active; ? = inconclusive; nt = not tested or not shown.

SMILES | HIV RNase H inh | RmlCD inh mix
O=c1c2ccccc2nc(SCc2nnc(-c3ccccc3Br)o2)n1Cc1ccco1 | -16 | -13
CCN=c1scc(-c2ccco2)n1/N=C/c1ccc(OC)c(O)c1 | nt | 23
CCOC(=O)c1cnc2ccc(Br)cc2c1NCC(C)O (centres undefined) | -4 | nt
CCn1c(SCC(=O)NCc2ccccc2)nnc1-c1c[nH]c2ccccc12 | nt | -9
CCN(CC)S(=O)(=O)c1cc(-c2nnc(-c3ccc(Br)cc3)o2)ccc1Cl | 4 | -9
COC/C=C/C1=CC2=CC(=O)C(C)(OC(=O)C3CCCC3)C(=O)C2=CO1 (centres undefined) | nt | 2
O=C(NCCN1CCOCC1)c1ccc2c(c1)N(Cc1ccccc1)C(=O)CS2 | 0 | -8
O=c1[nH]cnc2nc3n(c12)CCCCC3 | -9 | -37
CC(=O)c1c(C)[nH]c(C(=O)COc2ccc(C#N)cc2)c1C | nt | -6
Cc1cccc(NC(=O)CSc2nnc(-c3ccc(S(=O)(=O)N4CCCC4)cc3)o2)c1 | 3 | -5
CCCn1c(-c2ccc(OC)cc2)nc2ccccc21 | -56 | 5
CCCN1C2=NCCN2c2ccccc21 | -26 | -8
Cc1ccc(C(=O)Nc2ccc(OCc3ccccc3)cc2)cc1[N+](=O)[O-] | nt | 9
CCOC(=O)CSc1nnc(-c2ccccc2)c(=O)[nH]1 | nt | -10
CCOC(=O)c1cnc2c(-c3ccccc3)cnn2c1N | -11 | -12
COc1ccc(C(=O)Nc2cc(OC)ccc2OC)cc1 | -5 | -13
Cn1nnnc1SCC(=O)Nc1ccc(Oc2ccc(Cl)cc2)cc1 | -1 | 11
CCOC(=O)c1ccccc1NC(=O)CSc1nc2c(c(=O)n(C)c(=O)n2C)n1C | -14 | 1
COc1ccc(N2C(=O)NC(NC(=O)c3ccncc3)(C(F)(F)F)C2=O)cc1 (centres undefined) | nt | 5
OCCN(Cc1ccccc1)Cc1ccc(C(F)(F)F)cc1 | nt | 49
Cc1ccnc(NC(=O)C23CC4CC(CC(C4)C2)C3)c1 | -4 | -73
Cn1c(=O)c2c(nc(SCCCC#N)n2Cc2c(F)cccc2Cl)n(C)c1=O | -42 | -10
Cc1ccc(C(=O)CN2/C(=C(\O)c3ccccc3)C(=O)c3ccccc3S2(=O)=O)c(C)c1 | nt | 0
CCc1ccc(C2NC(=S)NC3=C2C(=O)N(c2ccccc2OC)C(c2ccc(CC)cc2)N3)cc1 (centres undefined) | nt | -6
CC1(C)CN(c2ccccc2)N(C(=O)c2ccc(F)cc2)C1=O | nt | 5

In a second layout: results already given
> CCOC(=O)CSc1nnc(-c2ccccc2)c(=O)[nH]1
  HIV RNase H inh = nt
  RmlCD inh mix = -10

> CCOC(=O)c1cnc2c(-c3ccccc3)cnn2c1N
  HIV RNase H inh = -11
  RmlCD inh mix = -12

> COc1ccc(C(=O)Nc2cc(OC)ccc2OC)cc1
  HIV RNase H inh = -5
  RmlCD inh mix = -13

> Cn1nnnc1SCC(=O)Nc1ccc(Oc2ccc(Cl)cc2)cc1
  HIV RNase H inh = -1
  RmlCD inh mix = 11

The listing continues.
SMILES | HIV RNase H inh | RmlCD inh mix
Cc1ccc(CSc2nnc(CC(=O)Nc3ccc(C)cc3)n2C)cc1 | nt | -10
CN1/C(=C\C=Nc2ccccc2)C(C)(C)c2ccccc21 | nt | 26
CCOC(=O)c1[nH]c(=O)c2ccccc2c1O | -3 | 18
CCOC(=O)c1cnn2c(N)c(C#N)nnc12 | 3 | 5
Cc1ccc(NC(=O)c2cc(S(=O)(=O)N3CCOCC3)ccc2F)c(C)c1 | -10 | -7
C[N+]1(C)CCC(OC(=O)C(c2ccccc2)c2ccccc2)CC1 | nt | 4
Cc1cc(N2CCN(c3ccccc3F)CC2)nc2cc(O)ccc12 | -7 | -9
O=S(=O)(c1cccc(S(=O)(=O)N2CCCC2)c1)c1cccc(S(=O)(=O)N2CCCC2)c1 | -3 | -7
O=C(CN1C(=O)COc2ccccc21)N1CCc2ccccc2C1 | nt | 5
COCCn1c(Cc2ccccc2)nnc1SCC(=O)NC(C)C | 4 | nt
O=C(O)c1nc(-c2ccccc2)n(-c2ccc(Cl)cc2)n1 | nt | ?
CCO[C@H]1OC(C(=O)NC2CC2)=C[C@@H](c2ccc3c(c2)OCO3)[C@@H]1CCCO | nt | -8
Cc1ccc(C(=O)N/C(=C\c2ccc([N+](=O)[O-])cc2)C(=O)NCCc2ccccc2)cc1 | nt | 0
CCOC(=O)c1ccc(NC(=O)Nc2ccc(F)cc2)cc1 | nt | 5
Cc1cc(C)c2c(=O)[nH]c(SCC(=O)Nc3ccccc3)nc2n1 | -13 | 12
O=C(CCCn1c(=O)[nH]c2cc(Cl)ccc2c1=O)NCC1CCCO1 (centres undefined) | -20 | nt
Cn1c(=O)c2c(nc(-n3ccnc3)n2C)n(C)c1=O | -2 | -6
FC(F)(F)c1cc(Sc2ccccc2)nc(-c2ccccn2)n1 | nt | 14
CCCn1c(-c2ccc(OC)cc2)nc2c(=O)n(C)c(=O)[nH]c21 | nt | 19
O=C(NCC12CC3CC(CC(C3)C1)C2)c1nn2cccnc2c1Cl | nt | 21
Cc1onc(-c2ccccc2)c1C(=O)NCCc1ccc(Cl)cc1 | nt | -8
CCOc1ccc2nc(NCCNC(=O)C3CC3)c(C)cc2c1 | 11 | 9
CCS(=O)(=O)Nc1ccc(C(=O)OC)cc1 | -4 | -7
Cc1ccc(-c2cc(-c3cccc(F)c3)n[nH]2)c(O)c1 | 35 | -25
CCN(CC)C(=O)CSc1nc2ccccc2c(=O)n1CCC(=O)NCc1ccc(F)cc1 | -1 | 9
SMILES | HIV RNase H inh | RmlCD inh mix
CCOc1ccc(Cl)cc1CNCCNCC(C)O (centres undefined) | nt | ?
Cc1noc(C)c1COC(=O)CCc1nc2ccccc2c(=O)[nH]1 | -8 | -41
Cc1c(NC(=O)CSc2nc3ccccc3[nH]2)c(=O)n(-c2ccccc2)n1C | -5 | -8
CC(=O)c1cc(C(=O)Nc2ccccc2C(=O)O)oc1C | 4 | -8
O=C(Nc1ccc2c(c1)OCCO2)c1ccc(S(=O)(=O)N2CCCCC2)cc1 | -1 | -4
Cc1nc(NC(=O)c2oc3ccccc3c2C)sc1C(=O)N(C)C | -28 | 42
CC(C)(C)OC(=O)NCCc1nnc(SCC(N)=O)o1 | 1 | 8
CSc1ncccc1C(=O)OCc1ccc(C#N)cc1 | nt | -13
COC(=O)C1=C[C@@H](C(=O)OC)[C@@H]2C3=C(C(=O)[C@]2(C)NC(=O)c2ccccc2)[C@H](C)n2c(=O)n(C)c(=O)n2[C@@H]3C1 | nt | 2
COc1ccc(Cl)cc1NC(=O)CSc1nnc(COc2ccccc2)n1C | -26 | -11
O=C(COC(=O)[C@H](Cc1ccccc1)N1C(=O)c2ccccc2C1=O)Nc1ccc2c(c1)OCO2 | nt | 4
COc1ccccc1NC(=O)C1=C(C)Nc2nnnn2C1c1cccc(C)c1 (centres undefined) | 0 | -6
O=C(NCCN1CCOCC1)c1nn2c(c1Cl)NC(c1ccccc1)CC2C(F)(F)F (centres undefined) | -1 | -11
COCC(O)CSc1nc(C)[nH]c1[N+](=O)[O-] (centres undefined) | nt | -7
CCN(CC)C(=O)CSc1nc2ccccc2o1 | nt | 85
CC(NC(=O)C1CCCN1S(=O)(=O)c1cccc2cccnc12)c1ccccc1 (centres undefined) | nt | -13
O=C(c1ccc2c(c1)OCO2)N1CCC2(CC1)Oc1ccc(F)cc1C(=O)C21CC(c2ccc(Cl)cc2)=NO1 (centres undefined) | nt | -10
CC(C)NC(=O)C1CC(=O)N(c2ccc(F)c(Cl)c2)C1 (centres undefined) | -23 | 17
O=C1CCCC/C1=C\Nc1ccc(O)cc1 | 2 | -10
CCOC(=O)c1cnc(Nc2nc3ccccc3o2)nc1CSc1ncccn1 | 10 | -1
Cc1cccc(OCC(=O)OCC(=O)c2c(N)n(C)c(=O)n(C)c2=O)c1C | nt | 5
COC(=O)COc1ccc(C2NC(=O)NC(c3ccccc3)=C2C(C)=O)cc1OC (centres undefined) | nt | -9
CC(=O)c1cccc(NC(=O)CCOc2ccccc2)c1 | -2 | 2
COCC(C)NC(=O)CCSc1nc(-c2ccc(OC)cc2)cc(C(F)(F)F)n1 (centres undefined) | nt | -12
CSc1nc2c(c(=O)[nH]1)C(c1ccncc1)C(C(=O)OC(C)C)=C(C)N2 (centres undefined) | -7 | 8
SMILES | HIV RNase H inh | RmlCD inh mix
Cn1cnnc1SCC(=O)NCc1cccc(C(F)(F)F)c1 | -6 | -7
COc1ccc(N/C=C2\CCOC2=O)cc1 | -4 | 12
COC(=O)c1cn(CCOc2ccccc2F)c2ccccc12 | nt | -24
O=C(Cc1c(C(=O)O)[nH]c2ccccc12)Nc1ccc2c(c1)OCO2 | 2 | -12
O=C(Nc1nc(NC(=O)c2ccco2)n(-c2ccccc2)n1)c1ccccc1 | 53* | 138*
Cc1cc2c(c(N)n1)c(=O)oc1ccccc12 | -8 | 14
COCCCNC(=O)c1ccc(N(C)S(=O)(=O)c2ccc(OC)cc2)cc1 | 6 | -17
O=C(c1ccc(NS(=O)(=O)c2ccccc2)cc1)N1CCCC1 | -14 | 27
CC(C)CCNc1cc(=O)n(C)c(=O)n1C | -6 | -13
COC(=O)c1cc(C(=O)OC)cc(N2C(=O)CN=C2Nc2nc(C)cc(C)n2)c1 | -5 | -14
O=C1C2C3C=CC(CO)(O3)C2C(=O)N1c1ccc(-c2ccccc2)cc1 (centres undefined) | -7 | -1
C=CCSc1nnc(NC(=O)c2ccc(S(=O)(=O)NCC3CCCO3)cc2)s1 (centres undefined) | 23 | 5
COC(C[C@@H](O)C[C@H](O)[C@H](C)OCc1ccccc1)OC | nt | 9
COC(=O)C1=C(C(=O)OC)SC(=C2C(=S)C(C)(C)N(C(=O)CC(C)C)c3ccccc32)S1 | nt | -6
COCCN1C(=O)C(O)=C(C(=O)c2ccco2)C1c1cccc(Oc2ccccc2)c1 (centres undefined) | -4 | -5
CCCc1cc2c(=O)c(-c3ccccn3)coc2cc1OC | -10 | 6
O=C(NC1CCCCCC1)C1CCCN(S(=O)(=O)c2cnc[nH]2)C1 (centres undefined) | -2 | ?
CC(NC(=O)c1ccc(F)cc1)C(c1cccs1)N1CCN(C)CC1 (centres undefined) | 0 | 5
O=C(NCc1ccc2c(c1)OCO2)C1CCC(CNS(=O)(=O)c2ccccc2)CC1 (centres undefined) | 3 | -8
CCOC(=O)CC(NC(=O)c1ccco1)c1ccc(OC)cc1 (centres undefined) | nt | 5
Cc1sc(NC(=O)C2CCCO2)c(C(N)=O)c1C (centres undefined) | nt | -9
CCCn1c2c(c(O)c(C(=O)Nc3ccc(C)cn3)c1=O)CCCC2 | 1 | nt
Cc1cc(C)n2nc(SCC3COc4ccccc4O3)nc2n1 (centres undefined) | -7 | 15
N=c1sccn1CC(=O)Nc1cc(Cl)ccc1Oc1ccccc1 | nt | -7
CCOc1c(Cl)cc(CNC(C)(C)CC(C)(C)C)cc1OC | nt | -2

Among those listed so far, these have a tert-butyl group:
SMILES | HIV RNase H inh | RmlCD inh mix
CC(C)(C)OC(=O)NCCc1nnc(SCC(N)=O)o1 | 1 | 8
CCOc1c(Cl)cc(CNC(C)(C)CC(C)(C)C)cc1OC | nt | -2

The listing continues.
SMILES | HIV RNase H inh | RmlCD inh mix
O=c1c2ccccc2nc(SCc2nnc(-c3ccccc3Br)o2)n1-c1ccccc1 | -8 | -1
CCN(CC#CCC1(O)c2ccccc2-c2ccccc21)CCO | nt | 7
CCOc1ccc(-c2cc(CCCC(=O)NCCc3ccccc3)no2)cc1 | nt | 3
O=C(Cc1ccccc1)N[C@@H](Cc1ccccc1)c1nc2ccccc2[nH]1 | nt | -4
Oc1c(Cl)cc(Cl)cc1CN1CCN(Cc2ccccc2)CC1 | 0 | 2
CCOC(=O)C1CCCN(Cc2ccccc2C)C1 (centres undefined) | -5 | 1
O=C(CN(C1CCCCC1)S(=O)(=O)c1ccccc1)NCc1cccnc1 | -8 | -16
CC1(C)C2CC=C(/C=N/n3cnnc3)C1C2 (centres undefined) | -2 | -9
O=S(=O)(c1ccc(-c2ccccc2)cc1)N1CCOCC1 | -2 | 11
CC(C)CC(=O)N1CCN(Cc2ccc3c(c2)OCO3)CC1 | nt | -8
CCOC(=O)c1sc(-c2ccc(OC)cc2)cc1N | -14 | -14
CC(=O)N1CCc2cc(S(=O)(=O)NCCC(=O)NC3CCN(Cc4ccccc4)CC3)ccc21 | 25 | 5
COc1ccc(CNC(=O)c2ccc(CN3CCOCC3)cc2)cc1 | -3 | -52
O=C(c1ccccc1)c1cccc(NC(=O)C2CC2)c1 | nt | -8
Cc1ccc(S(=O)(=O)N2CCN(C(=O)CSc3nc4ccccc4c(=O)[nH]3)CC2)cc1 | 6 | 2
Cc1ccc(-c2cc(=O)c3ccc(Cl)cc3[nH]2)cc1 | nt | -44
CCNc1[nH]c(=O)n(C)c(=O)c1N=O | nt | 2
CN(C)CCN1C(=O)C(=O)/C(=C(/O)c2ccccc2)C1c1ccccc1F (centres undefined) | 0 | 2
CCN(CC)C(=O)Cn1c(=O)n(C)c2ccccc21 | nt | 7
OCC1(O)OC[C@@H](O)[C@H]1O (some centres undefined) | nt | 6
CCOC(=O)c1sc2cc([N+](=O)[O-])cc(SCC(C)C)c2c1N | nt | -9

In the list so far, these have a thiophene ring, fused or not:
SMILES | HIV RNase H inh | RmlCD inh mix
CC(NC(=O)c1ccc(F)cc1)C(c1cccs1)N1CCN(C)CC1 (centres undefined) | 0 | 5
Cc1sc(NC(=O)C2CCCO2)c(C(N)=O)c1C (centres undefined) | nt | -9
CCOC(=O)c1sc(-c2ccc(OC)cc2)cc1N | -14 | -14
CCOC(=O)c1sc2cc([N+](=O)[O-])cc(SCC(C)C)c2c1N | nt | -9

These rows are one share of the data, so the mix of outcomes need not match the whole.
